# MEKK2 mut-MEK5: signal of MEK5 binding to mutant human MEKK2 PB1 domain; percent response, % at 10 µM; 0.35% of 290,000 active; AID 1530; bead flow cytometry, Alexa488-MEK5 binding to MEKK2 mutant; in the data active = percent response above about 24%, passing the limit was not always enough; also: inactives centre near 1; some results filed as inactive read as strong as hits; reference of the scale not given here
# IDE act: IDE (human) activation, cell-based; HEK cells, FAbeta-B cleavage, fluorescence polarization; 0% vehicle, 100% cell-free pure enzyme wells; activation, % at 5.96 µM; 0.073% of 340,000 active; AID 493087;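 active = activation above the mean of all tested compounds plus 3 SD, set per screening campaign, cut at about 17% in these data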
# UBC9 SUMO inh: SUMOylation inhibition | P63279 | HTRF SUMOylation assay, SAE1/SAE2 + UBC9, in vitro | inhibition, % at 35 µM | 0.36% of 290,000 active; in the data active = inhibition above about 50%, passing the limit was not always enough; also: strong numbers were not always called active
# Target sequence (P63279 whole entry, looked up): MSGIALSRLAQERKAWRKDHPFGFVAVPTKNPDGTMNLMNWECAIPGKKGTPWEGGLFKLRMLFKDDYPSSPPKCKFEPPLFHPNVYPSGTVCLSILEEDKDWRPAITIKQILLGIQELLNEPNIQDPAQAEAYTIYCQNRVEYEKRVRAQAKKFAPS
# M18AAP inhibitor: PfM18AAP enzyme inhibition; recombinant PfM18AAP, H-Glu-NHMec fluorogenic cleavage; 1.2% of 290,000 active; inhibition, % at 7.35 µM;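 active = inhibition above the campaign mean inhibition over all tested compounds plus 3 SD, cut at about 28% in these data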;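 also: 0% = plate median of test compound wells and 100% = 2 mM ZnCl2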
# MEKK3 PB1 HTS: MEKK3-MEK5 PB1 interaction, increase or decrease; Q99759; bead-based flow cytometry, Alexa488-MEK5 binding to MEKK3; actives lie on both sides; 0 = blocked by unlabeled MEK5, 100 = vehicle; binding response (% of control), % at 10 µM; 1.4% of 290,000 active;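 active = binding response more than 3 SD above or below the average of its plate-row segment, actives on both sides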;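 also: Alexa488 bead fluorescence after subtracting the streptavidin-only scavenger bead signal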
# Target sequence (Q99759 whole entry, looked up): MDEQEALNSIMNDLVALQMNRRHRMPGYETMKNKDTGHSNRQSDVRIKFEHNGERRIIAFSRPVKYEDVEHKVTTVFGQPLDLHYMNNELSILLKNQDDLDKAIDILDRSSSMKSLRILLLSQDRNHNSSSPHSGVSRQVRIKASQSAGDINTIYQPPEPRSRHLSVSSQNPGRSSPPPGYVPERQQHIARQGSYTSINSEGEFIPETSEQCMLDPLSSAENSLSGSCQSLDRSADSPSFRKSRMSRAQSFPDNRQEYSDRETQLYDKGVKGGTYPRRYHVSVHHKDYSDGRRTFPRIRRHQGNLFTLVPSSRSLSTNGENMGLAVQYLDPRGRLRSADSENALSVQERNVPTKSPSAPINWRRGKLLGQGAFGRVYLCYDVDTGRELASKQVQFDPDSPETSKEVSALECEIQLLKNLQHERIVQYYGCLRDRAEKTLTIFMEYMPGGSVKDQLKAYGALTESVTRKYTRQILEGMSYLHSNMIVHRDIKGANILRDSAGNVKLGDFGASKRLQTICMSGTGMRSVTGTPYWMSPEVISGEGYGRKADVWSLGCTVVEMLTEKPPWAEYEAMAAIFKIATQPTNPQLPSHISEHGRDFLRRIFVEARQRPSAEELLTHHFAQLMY
# MEKK2 WT-MEK5: raises or lowers MEK5 binding to wildtype human MEKK2 PB1 domain | Q9Y2U5 | bead flow cytometry, Alexa488-MEK5 binding to MEKK2 WT; actives lie on both sides | binding response (% of control), % at 10 µM | 1.1% of 290,000 active | AID 1531; in the data active = binding response below about 67% or above about 130%
# p-CIP stab down: lowers stability of the mouse p/CIP coactivator protein; Q05BA5; F442A p/CIP-EGFP cells, EGFP fluorescence, 16 h; decrease of EGFP signal, % at 10 µM; 0.01% of 290,000 active;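 active = EGFP signal decrease of at least 30% at 10 µM or well 3 SD below plate mean, unless failing retest; inactive = the rest, including hits failing retest or dose response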; also: some compounds called inactive have numbers as strong as hits; many of its hits are not listed in these tables
# NALP1 inh: NALP1 inhibition. 0.61% of 280,000 active. S. cerevisiae NALP1/ASC/caspase-1 growth, X-gal OD620, 72 h. inhibition, % at 10 µM; in the data active = inhibition mostly above about 24%, no sharp cut-off; inactive = mostly below about 32%; also: some compounds called inactive have numbers as strong as hits
# IDE cell inh: cellular human IDE inhibition; HEK cells, FAbetaB cleavage, fluorescence polarization; AID 434962; 0.41% of 320,000 active; inhibition, % at 5.59 µM;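 active = percent inhibition above the average of all tested compounds plus 3 SD, set per screening campaign, cut at about 16% in these data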;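 also: IDE supplied by intact live HEK cells; FP after avidin binding of uncleaved biotin substrate so inhibition keeps polarization high; 0% = DMSO wells and 100% = 60 µM reference IDE inhibitor Ii1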
# * hit, by the source's call; x = no result given; [ ] = remark or other dose. An excerpt (hit frequency here may not be typical).
SMILES,MEKK2 mut-MEK5,IDE act,UBC9 SUMO inh,M18AAP inhibitor,MEKK3 PB1 HTS,MEKK2 WT-MEK5,p-CIP stab down,NALP1 inh,IDE cell inh
CC(=O)c1coc2c1cc(O)c1ccccc12,1,3,7,4,102,105,4,-6,4
COc1ccc(C2=NOC(C(=O)Nc3cc(Br)ccc3O)C2)cc1OC (stereo unspecified),-3,5,-6,3,99,102,4,x,4
O=C(Nc1ccccc1)C1=C(N2CCOCC2)/C(=C/c2cccnc2)CC1,1,3,8,1,98,98,-8,0,-4
O=C(O)C1CC(c2ccccc2)=NO1 (stereo unspecified),-1,3,-3,3,97,97,1,38,-1
CCCn1ccc(O)c(Cc2ccc(Cl)cc2)c1=O,7,8,13,2,98,105,-2,14,-3
O=C(NCCCN1CCCCC1)C1CCC(CNS(=O)(=O)c2cccc3nsnc23)CC1 (stereo unspecified),1,-2,13,-3,95,101,1,7,4
O=c1oc2ccccc2cc1-c1csc(Nc2nc3c(F)cccc3s2)n1,-3,-6,20,-1,85,79,2,35,2
O=C(c1cc(Cl)c(=O)n(Cc2ccc(Cl)cc2)c1)N1CCOCC1,-13,5,14,4,90,93,6,10,-3
Cc1ccccc1CSCCNC(=O)c1ccc(Cl)c(S(=O)(=O)N2CCOCC2)c1,-3,3,-23,5,88,99,4,-57,5
CCOc1ccc(C(=O)NCCc2cnc[nH]2)cc1,7,5,12,-4,110,112,-3,0,0
Cc1ccc(N(Cc2cc(=O)[nH]c3ccccc23)C(=O)CCl)c(C)c1,3,-13,-10,9,103,101,13,7,9
Cc1ccc(CCN2CC(C(=O)NCCN3CCCCCC3)CC2=O)cc1 (stereo unspecified),62*,0,-10,-30,107,161*,0,10,4
O=C(c1noc2c1CCCC2)N1CCc2c([nH]c3ccccc23)C1c1ccccn1 (stereo unspecified),-7,-2,-4,6,98,97,8,-3,-2
Cc1nnc(SCCCn2c(N3CCCCC3)nc3c2c(=O)[nH]c(=O)n3C)s1,0,-1,15,4,99,101,-4,30,-2
COC(=O)c1ccc(NC(=O)CSc2nnc(CNc3ccc(F)cc3)n2C)cc1,-4,2,8,-2,95,94,0,6,4
COC(=O)Cc1ccc(O)c(N)c1,-4,5,44,54*,94,93,3,9,0
CS(=O)(=O)c1nc(S(=O)(=O)c2ccc(Cl)cc2)c(N2CCN(CCO)CC2)s1,0,4,-16,2,99,100,11,18,0
O=C(Nc1ccc(Cl)cc1)Nc1ccccc1C(=O)O,0,2,17,3,100,99,-6,0,0
COc1ccccc1NS(=O)(=O)c1ccc(NC(C)=O)cc1,1,-1,10,68*,96,94,3,27,7
COc1ccc(O)c(/C=N/NC(=S)NCCc2ccccc2)c1,-8,11,15,24,103,92,0,10,-2
COc1ccc(-c2ocnc2C(=O)Nc2ccccc2N2CCCCC2)cc1,5,15,0,1,108,110,-3,9,2
CC1CCc2sc(C(=O)OCC(=O)NC(N)=O)cc2C1 (stereo unspecified),3,5,19,-2,105,107,-8,-17,1
O=Cc1c(N2CCN(c3ccccc3)CC2)nc2ccccn2c1=O,2,0,-3,-4,100,98,-4,0,-4
CCOC(=O)C(O)(CC(=O)c1ccc(Cl)cc1)C(=O)OCC,-5,7,-14,-9,100,96,-1,2,-2
c1ccc(C(c2nnnn2C2CCCC2)N2CCCCCC2)nc1 (stereo unspecified),x,6,10,14,x,x,-5,1,0
CC(=O)Nc1ccn(-c2ccccc2)n1,-4,-2,20,-4,95,88,6,22,0
O=C(Nc1ccc(Cl)cc1)N1CCN(C(=O)C2CCCO2)CC1 (stereo unspecified),2,-4,19,-2,101,105,1,4,-1
Cc1c(N(C)C(=O)C2CCCN2S(=O)(=O)c2ccccc2)c(=O)n(-c2ccccc2)n1C (stereo unspecified),-1,-1,-7,2,98,99,-3,8,-1
COc1ccc(NC(=O)CCS(=O)(=O)c2cc3c(cc2C)NC(=O)CO3)cc1,5,-3,-3,-5,99,99,-9,-4,-2
O=C(Cn1cncn1)N/N=C/c1cccnc1,-19,6,18,-2,90,91,2,x,-2
O=C(COC(=O)c1ccccc1Nc1ccccc1)NCc1ccccc1,3,5,2,12,98,89,-6,19,7
COc1cc(OC)cc(-c2nc(=S)n3ccsc3n2)c1,-4,7,4,-3,99,94,-2,7,2
COc1ccc(OC)c(NC(=S)NCCN2CCOCC2)c1,1,-4,1,-3,101,99,-10,24,6
O=C(NC(Cc1c[nH]c2ccccc12)C(=O)O)/C(=C/c1ccc(F)cc1)NC(=O)c1ccccc1 (stereo unspecified),15,3,17,1,111,107,9,x,-4
C=CCNc1nc(C(=O)OCC(=O)c2ccc(C)c([N+](=O)[O-])c2)cs1,-5,0,4,7,97,93,-7,3,-1
Cc1ccccc1NC(=O)Cn1c(=O)n(CC2CCCO2)c(=O)c2ccccc21 (stereo unspecified),-12,8,-10,1,99,86,7,16,-3
COC(=O)c1ccc(-c2noc(CN3C[C@H]4CC[C@H]3C4)n2)cc1,9,3,3,4,103,102,-11,0,4
CC(/C=C/c1ccc2c(c1)OCO2)=N/NC(=O)COc1ccc(C)cc1,12,1,12,-3,100,101,-12,24,0
COc1cccc(C(=O)Nc2cc(NC(=O)c3ccco3)ccc2OC)c1,0,-1,-13,7,101,99,4,-1,1
COc1ccc(C(=O)N2CCC(O)(c3ccc(Cl)cc3)CC2)cc1OC,4,-5,6,1,97,101,1,x,8
Nc1cc([N+](=O)[O-])ccc1O,-6,-2,-9,24,88,90,3,2,-1
CN1CCN(C(=S)Nc2cc([N+](=O)[O-])ccc2Cl)CC1,-2,3,-5,-1,102,104,4,x,-1
O=C(Nc1cccnc1)C12CC3CC(CC(C3)C1)C2,-1,-3,16,0,97,97,-7,4,7
COc1ccc(NC(=O)CSc2cc(C)nc3c(-c4ccccc4)cnn23)cc1,8,7,30,1,101,96,-5,-14,7
O=C(CN1C(=O)C2C3C=CC(C3)C2C1=O)Nc1nc(SCc2ccc(Cl)cc2)n[nH]1 (stereo unspecified),-5,3,-30,-8,94,97,-8,12,0
CCc1ccc(-c2cc(C(=O)N3N=C(C(F)F)CC3(O)C(F)F)c3ccccc3n2)cc1 (stereo unspecified),1,6,-6,1,100,106,-4,0,-4
CC(=O)c1cc2c(cc1NS(=O)(=O)c1ccccc1)OCO2,0,3,14,-3,104,97,-6,-4,-4
CCOC(=O)c1ccc(NC(=O)Cn2nnc(-c3ccc(F)cc3)n2)cc1,-3,0,-5,0,100,93,2,-4,-2
CC(=O)Nc1cccc(OCCCOc2ccc([N+](=O)[O-])cc2)c1,11,-1,14,-4,83,75,-10,22,-1
Cn1c2ccccc2c2nn(-c3ccccc3)c(=O)cc21,4,6,6,6,104,106,-2,19,-4

# Retrieved by compound from above:
SMILES,MEKK2 mut-MEK5,IDE act,UBC9 SUMO inh,M18AAP inhibitor,MEKK3 PB1 HTS,MEKK2 WT-MEK5,p-CIP stab down,NALP1 inh,IDE cell inh
CCOC(=O)c1ccc(NC(=O)Cn2nnc(-c3ccc(F)cc3)n2)cc1,-3,0,-5,0,100,93,2,-4,-2
O=C(CN1C(=O)C2C3C=CC(C3)C2C1=O)Nc1nc(SCc2ccc(Cl)cc2)n[nH]1 (stereo unspecified),-5,3,-30,-8,94,97,-8,12,0
Nc1cc([N+](=O)[O-])ccc1O,-6,-2,-9,24,88,90,3,2,-1
CN1CCN(C(=S)Nc2cc([N+](=O)[O-])ccc2Cl)CC1,-2,3,-5,-1,102,104,4,x,-1
CCc1ccc(-c2cc(C(=O)N3N=C(C(F)F)CC3(O)C(F)F)c3ccccc3n2)cc1 (stereo unspecified),1,6,-6,1,100,106,-4,0,-4

# Additional records:
SMILES,MEKK2 mut-MEK5,IDE act,UBC9 SUMO inh,M18AAP inhibitor,MEKK3 PB1 HTS,MEKK2 WT-MEK5,p-CIP stab down,NALP1 inh,IDE cell inh
O=C(O)CCC(=O)Nc1ccccc1Oc1ccccc1,-13,8,26,-15,87,84,-4,9,-3
O=C(N/N=C/c1c[nH]c2ccccc12)c1ccccc1O,6,4,-19,10,106,104,2,6,-5
C#CCOCCOCCOCCNc1nc(N2CCN(C(=O)[C@H](CCCCN)n3cc([C@@H](N)CO)nn3)CC2)nc(N2CCN(C(=O)[C@H](Cc3cc4ccccc4[nH]3)n3cc([C@@H](N)CC(C)C)nn3)CC2)n1,67*,x,5,-11,111,195*,-21,20,5
N#Cc1ccc(-c2csc(NC(=O)c3cc(-c4cccs4)nc4ccccc34)n2)cc1,-31,1,8,1,63*[inhibitor],38*[inhibitor],-2,x,7
Fc1ccccc1N1CCN(c2nnnn2-c2ccccc2)CC1,-2,8,-1,0,81,94,0,5,-2
Cc1c(N(C)C)nc2ccccc2c1N,10,8,12,-13,118,123,8,15,3
Fc1ccccc1CNCc1ccc2c(c1)OCO2,11,1,14,4,105,112,-9,10,-4
CNC(=S)N(C)c1ccccc1,1,-3,9,-3,122,108,-9,17,0
Cc1cc(C)cc(NC(=S)NCCCN2CCOCC2)c1,0,2,-8,-6,117,116,0,30,1
COc1ccccc1N1CCN(C(=O)c2sc3nc(-c4ccc(F)cc4)cn3c2C)CC1,x,-4,-12,7,x,x,-12,43,0
Cc1cccc(C2NC(c3cccc(C)c3)C(C)C(=O)C2C)c1 (stereo unspecified),3,6,-13,-4,106,106,-1,-5,-4
CCOc1ccc(/C(CCC(=O)O)=N/NC(=S)NC(C)C)cc1,0,4,2,7,105,105,8,-19,-3
Cc1ccc(CNC(=O)c2ccc(NC3=NC4CS(=O)(=O)CC4S3)cc2)cc1 (stereo unspecified),-2,5,15,2,102,99,-4,5,-2
CCOC(=O)c1c(-c2ccccc2)csc1NC(=O)C(C)NCCCN1CCOCC1 (stereo unspecified),3,6,12,0,104,113,4,2,-1
N/C(=C/C(=O)c1ccccc1O)C(F)(F)F,8,2,-6,-2,105,112,-2,24,5
CC(C)COC(=O)C1C2C=CC3(CN(C(C)c4ccc(Br)cc4)C(=O)C13)O2 (stereo unspecified),0,4,-1,9,93,90,0,29,0
COc1ccc(NC(=O)C2CCCN(C(=O)Nc3ccc(F)cc3)C2)cc1OC (stereo unspecified),-5,2,-3,2,99,95,-2,15,-1
Cc1ccsc1C1NC(=O)c2c(sc3c2CCCC3)N1 (stereo unspecified),3,-10,-3,9,98,101,1,-84,7
C/C(CC(=O)Nc1ccc(C)c(Cl)c1)=N\NC(=O)c1ccccn1,-6,2,-4,1,99,94,-6,-4,5
CCCCN(C)CCNC(=O)c1ccc(Cn2c(=S)[nH]c3ccc(Br)cc3c2=O)cc1,34,-5,12,-2,108,171*,9,10,-7
O=C(NNc1ncnc2sccc12)c1ccc(Cl)cc1,0,x,2,28*,103,101,-8,x,2
O=C(NCC1CCCO1)c1sc2ccccc2c1Cl (stereo unspecified),2,-3,5,-7,96,101,-11,x,3
COc1ccc(NS(=O)(=O)c2csc(C(N)=O)c2)cc1,1,-1,3,-1,98,97,-6,18,3
O=C(CN1C(=O)CC(c2ccccc2)=Nc2ccccc21)NCc1ccco1,2,7,9,-7,99,98,-16,11,9
Cc1c(N=C2SC(CC(=O)Nc3ccccc3)C(=O)N2CCN2CCOCC2)c(=O)n(-c2ccccc2)n1C (stereo unspecified),-1,-1,-1,1,102,100,13,2,3
Cn1c(=O)c2c(nc(N/N=C/c3cccs3)n2C)n(C)c1=O,5,5,7,19,104,105,-13,-6,4
CCOc1ccc(/C=C/C(=O)Oc2ccccc2)cc1,1,-1,2,-8,103,104,-2,13,-3
Cc1ccc(CNC(=O)C2CCCN(S(=O)(=O)c3c(C)n[nH]c3C)C2)cc1 (stereo unspecified),-3,1,17,1,95,97,-3,-5,-2
COC(=O)c1sc2cc(C(F)(F)F)cnc2c1-c1ccccc1,1,0,-2,0,101,103,3,30,2
Cc1ccc(C(=S)N2CCN(Cc3ccccc3)CC2)s1,0,1,14,35*,124,113,9,9,2

# Screens as filed in PubChem BioAssay.
